High-throughput results: PubChem, National Center for Advancing Translational Sciences (NCATS)
IDH1 R132H inh: blocks human mutant IDH1 R132H enzyme; O75874; IDH1-R132H enzyme, NADPH consumption, diaphorase/resazurin fluorescence; Potency, µM (doses to about 76.6 µM), for inactives: top-dose activity change, negative = inhibition, most hits filed as inhibitors; 390,000 tested, 0.093% active; also: % is scaled to controls: 0 for no effect and ±100 for the full control effect; nearly all actives have a fitted effect of over 65% in size
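IDH1-R132H (0.5 ug/mL) preincubated 30 min with compound, then NADPH (0.016 mM) and alpha-KG (2 mM) added; 80 min at RT, pH 7.5. Remaining NADPH coupled via diaphorase/resazurin to fluorescence (540/590 nm); concentration-response curves normalized to no-enzyme control.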
TrxR1 substrate: is turned over as a substrate by rat TrxR1; purified TrxR1 substrate turnover, NADPH consumption readout; Potency, µM (doses to about 114 µM), inactives show at the top dose activity change, negative = substrate turnover; 390,000 tested, 0.01% active; AID 588456; also: % is scaled to controls: 0 for no effect and ±100 for the full control effect; nearly all actives have a fitted effect of over 50% in size
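Rat TrxR1, dispensed at 90 nM, was prereduced with 400 uM NADPH (final) for 5 min at ~22 deg C, then incubated with compound 15 min before 400 uM selenite. A first-read NADPH fluorescence drop versus no-compound background flagged substrates.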
RXFP1 agonist: activates the human relaxin receptor RXFP1. HEK293T-RXFP1 cAMP TR-FRET, 30 min; response scale: percent of porcine relaxin response, buffer zero. 370,000 tested, 0.3% active. AID 2676. Potency, µM (highest dose often 57.5 µM), for the others: at the top dose activation, most hits filed as activators. Q9HBX9; also: % is scaled to controls: 0 for no effect and ±100 for the full control effect; nearly all actives have a fitted effect of over 60% in size; many of its hits are not listed in these tables
Target sequence (Q9HBX9 whole entry, looked up): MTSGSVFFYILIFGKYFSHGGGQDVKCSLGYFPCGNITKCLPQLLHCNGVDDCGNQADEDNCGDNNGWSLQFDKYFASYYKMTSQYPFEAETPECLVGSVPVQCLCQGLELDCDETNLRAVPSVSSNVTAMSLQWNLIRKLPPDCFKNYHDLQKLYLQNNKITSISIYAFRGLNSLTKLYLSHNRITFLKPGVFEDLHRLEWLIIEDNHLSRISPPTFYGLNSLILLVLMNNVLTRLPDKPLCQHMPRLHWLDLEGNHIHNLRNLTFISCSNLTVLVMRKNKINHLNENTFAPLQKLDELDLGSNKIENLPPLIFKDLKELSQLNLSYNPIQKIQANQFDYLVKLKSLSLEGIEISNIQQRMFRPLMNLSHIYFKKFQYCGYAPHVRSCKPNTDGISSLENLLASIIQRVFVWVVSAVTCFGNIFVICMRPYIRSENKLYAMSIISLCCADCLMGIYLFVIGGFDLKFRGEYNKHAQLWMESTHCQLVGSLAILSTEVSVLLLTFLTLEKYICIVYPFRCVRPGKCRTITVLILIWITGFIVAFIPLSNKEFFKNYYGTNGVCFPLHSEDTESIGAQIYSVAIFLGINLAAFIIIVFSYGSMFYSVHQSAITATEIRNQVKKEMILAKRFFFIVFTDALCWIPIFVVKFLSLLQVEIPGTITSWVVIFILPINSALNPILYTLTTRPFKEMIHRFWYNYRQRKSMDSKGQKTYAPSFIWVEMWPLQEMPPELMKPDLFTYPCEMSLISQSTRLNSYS
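Agonist response is measured as cAMP accumulation in an RXFP1-transfected HEK293T line under PDE4 inhibition. Values are scaled between buffer-only and 29 nM porcine relaxin, and EC50s come from standard Hill equation fits.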
USP1 inh: USP1/UAF1 (human) deubiquitinase inhibition. Potency, µM (top dose mostly 57.1 µM), for the others: top-dose activity change, negative = inhibition, actives largely listed as inhibitors. recombinant USP1/UAF1, Ub-Rhodamine cleavage fluorescence. O94782. 390,000 tested, 0.23% active; also: % is scaled to controls: 0 for no effect and ±100 for the full control effect; nearly all actives have a fitted effect of over 60% in size; inactives centre near -12
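USP1/UAF1 complex (1 nM) preincubated 15 min at room temperature with compound, then Ub-Rho substrate (150 nM final) added. Kinetic fluorescence at 480/540 nm over 6 reads at 60 s intervals; 50 mM HEPES pH 7.8, 0.5 mM EDTA, 0.1 mg/ml BSA, 1 mM TCEP, 0.01% Tween-20.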
Vif-APOBEC3F blk: blocks the Vif interaction with APOBEC3F; HeLa A3F-eYFP + Vif (tagged APOBEC3F with the HIV-1 protein that degrades it), YFP fluorescence increase; Potency, µM (titrated, usually from 46.1 µM), without a hit: at the top dose activity, negative = active; 390,000 tested, 0.2% active; AID 602313; also: % of control where 0% means no effect; nearly all actives have a fitted effect of over 65% in size
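HeLa cells stably expressing A3F-eYFP plus Vif, plated and incubated overnight at 37 deg C, then exposed to compounds overnight at 37 deg C. Blocked degradation read as raised yellow fluorescence (Ex 488/Em 500-530).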
Vif-APOBEC3G blk: Vif-A3G binding inhibition. AID 602310. Q9HC16. Potency, µM (doses to about 46.1 µM), for the others: top-dose activity, negative = active, most hits filed as inhibitors. 410,000 tested, 0.076% active. HeLa A3G-eYFP + Vif (tagged APOBEC3G with the HIV-1 protein that degrades it), YFP fluorescence, overnight;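 also: % is scaled to controls: 0 for no effect and ±100 for the full control effect; nearly all actives have a fitted effect of over 60% in size; hits raise eYFP signal because A3G escapes Vif-driven loss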
Target sequence (Q9HC16 whole entry, looked up): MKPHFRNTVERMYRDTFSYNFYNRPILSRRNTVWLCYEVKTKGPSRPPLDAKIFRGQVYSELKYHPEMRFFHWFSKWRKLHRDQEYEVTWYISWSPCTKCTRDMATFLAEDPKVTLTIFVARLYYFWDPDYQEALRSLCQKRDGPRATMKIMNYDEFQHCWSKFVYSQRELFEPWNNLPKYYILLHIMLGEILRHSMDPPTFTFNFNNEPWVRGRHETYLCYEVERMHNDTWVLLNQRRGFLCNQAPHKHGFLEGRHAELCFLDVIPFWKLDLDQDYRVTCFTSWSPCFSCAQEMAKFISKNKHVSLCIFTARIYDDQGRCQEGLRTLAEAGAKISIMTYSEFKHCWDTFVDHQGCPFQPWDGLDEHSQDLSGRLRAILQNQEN
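HeLa cells stably expressing Vif and C-terminally eYFP-tagged A3G, seeded overnight at 37 deg C, then exposed to compound by pintool overnight at 37 deg C. Rise in yellow fluorescence (Ex 488/Em 500-530, Acumen) marks blocked Vif-driven A3G degradation.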
RGS4 inhibitor: human RGS4 inhibition. Transcreener GDP fluorescence polarization, RGS4-accelerated GTP hydrolysis. P49798. 390,000 tested, 0.039% active. Potency, µM (highest dose often 114 µM), for inactives: top-dose activity change, negative = inhibition, most hits filed as inhibitors; also: % is scaled to controls: 0 for no effect and ±100 for the full control effect; nearly all actives have a fitted effect of over 75% in size; some results filed as inactive show a strong effect at the top dose
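MLSMR compounds (23 nl, pin-transferred) preincubated 10 min at room temperature with a 500nM (2x) first reagent, then RGS4 at 900nM (2x) plus Transcreener GDP mix added; fluorescence polarization (620/688 nm) read before and after 90 min at 30 °C.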
rTrxR1 inhibitor: blocks rat thioredoxin reductase 1; O89049; AID 588453; 390,000 tested, 1% active; recombinant rTrxR1, NADPH fluorescence consumption, selenite substrate; Potency, µM (titrated, usually from 114 µM), inactives show top-dose activity change, negative = inhibition, actives largely listed as inhibitors; also: % is scaled to controls: 0 for no effect and ±100 for the full control effect; nearly all actives have a fitted effect of over 65% in size
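Rat TrxR1 (90 nM in the dispensed reagent) was pre-reduced with 400 uM NADPH for 5 min at room temperature, then incubated with compound for 15 min. After 400 uM selenite was added, NADPH fluorescence (Ex 340/Em 450 nm) was followed for 8 min.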
12-LOX inh: blocks human arachidonate 12S-lipoxygenase | Potency, µM (doses to about 108 µM), for inactives: top-dose activity change, negative = inhibition, actives largely listed as inhibitors | P18054 | purified 12hLO, xylenol orange hydroperoxide absorbance | 580,000 tested, 1.1% active; also: % is scaled to controls: 0 for no effect and ±100 for the full control effect
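Hydroperoxide product was detected by ferrous iron/xylenol orange as the 573 to 405 nm absorbance ratio. Arachidonic acid at 40 uM (final) was turned over for 30 min at room temperature by 150 nM human 12hLO, pH 7.0 Hepes buffer, after 15 min compound preincubation.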
The depositor's hits bear a star; ? = inconclusive; nt = not tested or not shown; & = joins results of further samples; [ ] = dose if it differs, or a comment. Calls follow the shape of the dose curve; as a rule, active = well fitted curve in the direction sought with a large enough effect; inconclusive = small, poorly fitted or top-dose-only effect, or another doubt; inactive = no such curve, though single readings can be large; an effect the other way counts as inactive or inconclusive. Potency is read from the fitted curve at half-maximal effect.

1	COc1ccc(C(=O)Nc2ccccc2[N+](=O)[O-])cc1S(=O)(=O)N1CCOCC1
2	Cc1ccccc1OCCCCn1c(CO)nc2ccccc21
3	COc1ccccc1OCc1ccc(C(=O)NC(C)c2ccccc2)o1 (stereo not given)
4	CCN(CC)S(=O)(=O)c1ccc(NN)nc1
5	COC(=O)c1[nH]c2ccc(C)cc2c1NC(=O)Nc1ccccc1OC
6	CN(C(=O)CSc1nc(N)c2c3c(sc2n1)CSC(C)(C)C3)c1ccccc1
7	Cc1ccccc1C(=O)Nc1cccc(C(=O)N/N=C/c2ccc3c(c2)OCO3)c1
8	COc1cc(S(=O)(=O)N2CCC(c3nc4ccccc4s3)CC2)ccc1S(=O)(=O)NC1CCCC1
compound no. | 1 | 2 | 3 | 4 | 5 | 6 | 7 | 8
IDH1 R132H inh | 4% | -2% | 7% | 6% | 2% | -2% | -6% | 1%
TrxR1 substrate | 1% | -2% | -8% | 2%[57.1 µM] | 1% | 27% | 3% | 3%[57.1 µM]
RXFP1 agonist | -1.6% | -1.0% | -2.2% | 1.8% | 0.7% | 3.7% | 2.5% | 0.9%
USP1 inh | -6% | -16% | -9% | -19% | 2% | -4% | -40% | 9%
Vif-APOBEC3F blk | -3% | 15% | 0% | -36% | -13% | 0% | -1% | -7%
Vif-APOBEC3G blk | -30% | -2% | 2% | -1% | ? | -1% | ? | -1%
RGS4 inhibitor | 24% | 9% | 11%[56.9 µM] | ? | 29% | -34% | 7% | 7%
rTrxR1 inhibitor | 9% | 18% | -2% | 4%[57.1 µM] | 6% | -9% | -2% | 19%
12-LOX inh | 2% | 0% | -5% | ? | -9% | ? | 12% | 1%

9	Cc1nc(SCc2ccc(C#N)cc2)n[nH]1
10	Cc1ccc2c(c1)N(C(=O)N1CCC(C(=O)NCCC3=CCCCC3)CC1)CC(C)O2 (stereo not given)
11	C/C(=N\Nc1ccc([N+](=O)[O-])cc1)c1ccc2c(c1)OCO2
12	Cc1cc(N(CN2CCCC2=O)C(=O)c2ccc(OC(C)C)cc2)no1
13	Cc1cc(=O)[nH]c(N)n1
14	COc1cccc(C2NC(=O)NC(C)=C2C(=O)Nc2ccc(C)cc2)c1 (stereo not given)
15	O=[N+]([O-])c1cccc(C2=NC(c3ccccc3)CO2)c1 (stereo not given)
16	CCCCn1c(SCC2CCCO2)nc2cc(S(N)(=O)=O)ccc21 (stereo not given)
compound no. | 9 | 10 | 11 | 12 | 13 | 14 | 15 | 16
IDH1 R132H inh | -4% | -9% | 13% | 0% | 2% | -1% | 0% | -3%
TrxR1 substrate | -2% | -3% | -1% | -6% | 3% | -1% | -18% | 3%[57.1 µM]
RXFP1 agonist | -0.8% | 2.3% | -0.7% | -0.1% | -2.8% | -0.5% | 2.4% | 2.6%
USP1 inh | -17% | -1% | -4% | -12% | -15% | 0% | 21% | -16%
Vif-APOBEC3F blk | -3% | 2% | -21% | 18% | -3% | 2% | -2% | -1%
Vif-APOBEC3G blk | -2% | 1% | -2% | 4% | 1% | 0% | -5% | -2%
RGS4 inhibitor | 4% | 6% | 5% | 18% | 4%[56.9 µM] | 1% | 10% | -18%
rTrxR1 inhibitor | 31% | 13% | 23% | 0% | 16% | 14% | 2%[57.1 µM] | 19%[57.1 µM]
12-LOX inh | 1% | -12% | -26% | 4% | -5% | -4% | -66% | 12%

Exported with two lines to a compound: 3 of the compounds above.
Results follow in this order: IDH1 R132H inh | TrxR1 substrate | RXFP1 agonist | USP1 inh | Vif-APOBEC3F blk | Vif-APOBEC3G blk | RGS4 inhibitor | rTrxR1 inhibitor | 12-LOX inh
9	Cc1nc(SCc2ccc(C#N)cc2)n[nH]1
  -4% | -2% | -0.8% | -17% | -3% | -2% | 4% | 31% | 1%
15	O=[N+]([O-])c1cccc(C2=NC(c3ccccc3)CO2)c1 (stereo not given)
  0% | -18% | 2.4% | 21% | -2% | -5% | 10% | 2%[57.1 µM] | -66%
14	COc1cccc(C2NC(=O)NC(C)=C2C(=O)Nc2ccc(C)cc2)c1 (stereo not given)
  -1% | -1% | -0.5% | 0% | 2% | 0% | 1% | 14% | -4%

Continuation:
17	Cc1cccc(C)c1OCC(O)CN1CCC(CN2C(=O)c3cccc4cccc(c34)C2=O)CC1 (stereo not given)
18	C/C=C(\C)CN1CCC(n2nccc2NC(=O)CCOc2ccccc2)CC1
19	Cc1nnc(Sc2nc3c(c(=O)n(C)c(=O)n3C)n2Cc2ccccc2Cl)s1
20	COc1cccc(CNC(=O)CSC(=S)N2CCCC2)c1
21	CC(=O)c1cccc(NC(=O)/C(=C\c2cccnc2)NC(=O)c2ccco2)c1
22	Cc1ccccc1-n1c(SCC(=O)NCC2CCCO2)nnc1-c1ccncc1 (stereo not given)
23	CC1=CC(C)(C)n2c(O)c(N=N)c3c(C)c(C)cc1c32
24	COc1cccc(COc2ccccc2C2Nc3ccc(Br)cc3C(=O)N2NC(=O)c2ccncc2)c1 (stereo not given)
compound no. | 17 | 18 | 19 | 20 | 21 | 22 | 23 | 24
IDH1 R132H inh | 1% | -4% | 17% | -3% | 4% | -4% | 14% | 2%
TrxR1 substrate | 15% | 1% | -2% | 0%[57.1 µM] | -1% | 1%[57.1 µM] | -8% | 3%
RXFP1 agonist | 0.1% | -0.9% | nt | -0.2% | 3.6% | nt | -0.5% | 1.3%
USP1 inh | -8% | 5% | -2% | -3% | -23% | -17% | ? | -16%
Vif-APOBEC3F blk | 8% | -17% | nt | -8% | 21% | 9% | -6% | 0%
Vif-APOBEC3G blk | 2% | 1% | 0% | 2% | -4% | 1% | -14% | ?
RGS4 inhibitor | -42% | 3% | 21% | 3% | 4% | -15% | 0% | ?
rTrxR1 inhibitor | -5% | 11% | -12% | 7%[57.1 µM] | 2% | 10%[57.1 µM] | 2% | 4%
12-LOX inh | ? | 0% | 27% | -17% | -1% | 11% | 6% | 3%

25	Cc1ccsc1C(=O)OCC(=O)c1cc(C)n(CC2CCCO2)c1C (stereo not given)
26	O=C1ON=C(c2ccc(Cl)cc2)/C1=C/c1ccc(O)cc1
27	CCOc1ccc(NC(=O)C2CCCN2C(=O)OCc2ccccc2)cc1 (stereo not given)
28	Cc1ccccc1NS(=O)(=O)c1ccc2[nH]cc(C(=O)NC(C)c3ccccc3)c(=O)c2c1 (stereo not given)
29	COC(=O)C[C@H](NC(=O)Cn1cnc(C(=O)Nc2ccc(C)c(C)c2)n1)C(=O)OC
30	O=C(CSCc1ccccc1Br)N/N=C/c1ccc2c(c1)OCO2
31	COc1ccccc1S(=O)(=O)N(C)C[C@@H]1OCc2cnnn2CCCC(=O)N([C@@H](C)CO)C[C@H]1C
32	CCCC[n+]1ccn(-c2nc3ccccc3nc2[N-]S(=O)(=O)c2ccccc2)c1
compound no. | 25 | 26 | 27 | 28 | 29 | 30 | 31 | 32
IDH1 R132H inh | 4% | -4% | 11% | 4% | -14% | 4% | 6% | -10%
TrxR1 substrate | -1%[57.1 µM] | 2%[57.1 µM] | -15%[57.1 µM] | 2%[57.1 µM] | 1% | -10% | nt | 32%
RXFP1 agonist | 1.8% | -0.3% | -2.8% | -0.8% | nt | 1.8% | nt | 1.5%
USP1 inh | -17% | -18% | -19% | 1% | -10% | -8% | -13% | -16%
Vif-APOBEC3F blk | 1% | ? | 0% | 4% | 0% | -10% | 12% | -6%
Vif-APOBEC3G blk | 0% | -9% | -1% | -7% | -1% | -1% | -2% | 1%
RGS4 inhibitor | -24% | ? | -13% | 7% | 13% | -1% | nt | -7%
rTrxR1 inhibitor | 8%[57.1 µM] | 3.2µM* | 14%[57.1 µM] | 15%[57.1 µM] | 10% | -8% | nt | 2%
12-LOX inh | -10% | 32µM* | 1% | ? | -5% | -4% | ? | 5%

33	COc1ccccc1C(=O)NC1(C(F)(F)F)C(=O)NC(C)=C1C#N (stereo not given)
34	C=C(C)n1c(=O)[nH]c2ccccc21
35	CCOC(=O)c1nnn(-c2ccc(OC)cc2)c1N
36	Cc1ccc(NC2=C(Cl)C(=O)OC2OC(C)C)cc1 (stereo not given)
37	CCN1CCN(Cc2c(O)ccc3oc(C)c(C(=O)Nc4ccc(OC)cc4)c23)CC1
38	CN(CC1COCCO1)c1nc2nonc2nc1N1CCSCC1 (stereo not given)
39	CCOc1ccc(Cn2c3ccc(OC)cc3c3nc4ccccc4nc32)cc1
compound no. | 33 | 34 | 35 | 36 | 37 | 38 | 39
IDH1 R132H inh | 4% | 2% | -3% | -5% | -11% | -2% | 0%
TrxR1 substrate | 5% | 0% | 2% | -11% | -1% | -10% | -9%
RXFP1 agonist | 2.1% | -0.4% | -4.7% | -0.3% | 0.9% | 1.0% | 3.2%
USP1 inh | -13% | -1% | 9% | -1% | -1% | -2% | -27%
Vif-APOBEC3F blk | -5% | nt | nt | -3% | 3% | -4% | 11µM*
Vif-APOBEC3G blk | 3% | 2% | 2% | 1% | -3% | -2% | ?
RGS4 inhibitor | 12% | 33% | 19% | 1% | -6% | 8% | -11%
rTrxR1 inhibitor | 17% | 0% | 20% | -6% | 6% | -11% | -3%
12-LOX inh | -10%&1% | 59%[activator][57.4 µM] | -5% | -13% | -10% | 1% | -5%

This is a subset, so the mix of outcomes need not match the whole.
